MT stabilizer = microtubule stabilization, imaging screen; HeLa tubulin immunostaining HCS, 24 h; share of cells brighter than vehicle mean+2SD; % tubulin-high responders, % at 10 µM; 0.83% of 200,000 active; AID 2205;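 active = plate Z-score above 3 for both tubulin-high and condensed-nucleus cell shares, with cell loss under 80%, at 10 µM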;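 also: anti alpha tubulin signal scored within the nucleus-defined area of each cell; some results filed as inactive read as strong as hits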
bCat nuc transl = modulators of beta-catenin nuclear translocation; HeLa beta-catenin nuclear translocation, immunofluorescence imaging; nuclear translocation activity, % at 5 µM; 0.3% of 190,000 active;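 active = nuclear translocation activity above 50% at 5 µM, with a well cell count of 50 or more; inconclusive = wells under 50 cells across six images, flagged as toxic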;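 also: per-cell ratio of nuclear to cytoplasmic median beta-catenin stain intensity; plate controls were DMSO negative control for no effect and GSK-3 inhibitor IX positive control for full effect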
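Assay system: human HeLa cells, native beta-catenin; doses: 5 µM primary, 0.02–20 µM confirmation; incubation: compound treatment 24 h, 37°C, 5% CO2; technique: fluorescence imaging of beta-catenin antibody stain plus DAPI; measure: % activation, nuclear-to-cytoplasmic median beta-catenin signal ratio per cell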
WT yeast gro inh = growth inhibition of WT yeast, mitochondrial fusion screen; mitochondrial fusion phenotypic screen, WT strain; inhibition, % at 10 µM; 2.1% of 190,000 active; AID 1362; in the data active = inhibition above about 58%; tested in S. cerevisiae
Autophagy HCS = modulators of autophagy; 0.98% of 190,000 active; MEF GFP-LC3 puncta imaging; test concentration mostly 10 µM; calls only at 10 µM (by protocol);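 active = percentage of spot-positive cells more than 3 SD above its plate mean, without a fluorescence outlier flag or 80% toxicity; inconclusive = no clear call, values can overlap the other calls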;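 also: spot-positive cell cutoff set from DMSO-treated cells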
Myeloid diff MLP = myeloid differentiation induction; ER-HoxA9 myeloid progenitors, lysozyme-GFP differentiation, flow cytometry; calls only at 10 µM; 1% of 360,000 active;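 active = normalized GFP-positive differentiation at or above the plate's own cutoff, the solvent-only control mean plus 3 SD; inconclusive = no clear call, values can overlap the other calls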;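 also: cells exposed to compound for four days before flow analysis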
T cell HTS = modulates CD8 T cell binding to vesicles. calls only at 7 µM. AID 2052. 0.068% of 330,000 active. 2C CD8+ T cell-vesicle binding, flow cytometry; active compounds read low;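 active = response, share of CD8 T cells binding vesicles, and their 90th percentile fluorescence all below set limits, cut at about 80% in these data, passing the limit was not always enough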
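Benchmarks: naked versus QL9-loaded vesicles / Assay system: purified 2C TCR transgenic mouse naive CD8+ T cells / Technique: high-throughput flow cytometry with anti-B7-1 and anti-CD8 staining / Timing: Cell–vesicle co-incubation 1.5 h at 37 °C, staining 20 min on ice / Read-out: percent CD8+ FL2 mean versus row control / Probe or stimulus: QL9-loaded Drosophila micro-vesicles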
West Nile antiviral = West Nile virus antiviral activity, cell-based, CPE readout (AID 1621); West Nile virus-infected cells, CPE inhibition; higher % means a stronger effect; one-dose CPE inhibition, % at 10 µM; IC50 in µM for titrated hits; 0.02% of 290,000 active; in the data active = a potency from the dose series; inconclusive = CPE inhibition mostly from about 3.7% at the one dose, without a potency; inactive = the rest, 99 in 100 with CPE inhibition below about 2.2%; also: strong numbers were not always called active
Insulin prom up = MIN6 insulin promoter up-regulation. MIN6 insulin promoter-GFP reporter, high-content imaging; active compounds read high. z-score at 5 µM. 0.3% of 190,000 active. AID 1625;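 active = z-score above 3 at 5 µM with at least 500 cells counted in the well; inconclusive = wells under 500 cells, flagged as cytotoxic or low count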
Lipid droplet = modulators of hepatic lipid droplet formation | 0.4% of 240,000 active | AML12 mouse hepatocytes, oleate lipid droplets, BODIPY imaging | AID 1656 | inhibition, % at 6.5 µM;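 active = lipid droplet intensity inhibited by at least 50%, with more than 500 cells counted; inconclusive = wells with under 300 cells, treated as cytotoxic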
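Test system: AML12 mouse liver cells; schedule: overnight exposure; technique: high-content imaging of BODIPY-stained droplets and DAPI nuclei; read-out: % inhibition of corrected integrated BODIPY droplet signal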
WT yeast gro inh mutant strain = also measured in WT yeast gro inh; calls as there; inhibition, %; mitochondrial fusion phenotypic screen, mutant strain inhibition
Insulin prom up cell count = also measured in Insulin prom up; calls as there; cell count; measured here: cytotoxicity, nuclei count;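 total cells summed across four imaged fields per well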
Lipid droplet cells 6.5 µM = recorded beside Lipid droplet, whose call it bears; cell count; measured here: cell count, cytotoxicity flag;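 cells counted across two imaged fields per well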
bCat nuc transl cell count 5 µM = recorded beside bCat nuc transl, whose call it bears; cell count; measured here: cell count, cytotoxicity flag
T cell HTS vesicle-bound % = recorded beside T cell HTS, whose call it bears; double positive events, %; measured here: CD8+ vesicle-bound cell fraction;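 binding gate set so that unloaded-vesicle control wells show 10% double positive cells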
MT stabilizer Hoechst-high % = second read-out of MT stabilizer, no call of its own (marks repeat the call); % Hoechst-high responders; measured here: nuclear condensation Hoechst responders;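 share of cells brighter than vehicle mean plus two SD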
MT stabilizer cytotoxicity % = further read-out of MT stabilizer, marked with its call; toxicity, %; measured here: cytotoxicity by cell density;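 0% = mean cell density of plate MIN control wells and 100% = no cells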
Autophagy HCS cell loss 18 h = also measured in Autophagy HCS; calls as there; toxicity, %; measured here: cell loss, nuclei count;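 cell loss after 18 h compound exposure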
Myeloid diff MLP GFP+ MAC1+ % = further read-out of Myeloid diff MLP, marked with its call; GFP+ MAC1+ double positive, %; measured here: differentiation confirmed by MAC1 staining
Active calls of the source: *; i = inactive; ? = inconclusive; . = no result given; + = active, no number.

SMILES | MT stabilizer | MT stabilizer Hoechst-high % | MT stabilizer cytotoxicity % | bCat nuc transl | bCat nuc transl cell count 5 µM | WT yeast gro inh | WT yeast gro inh mutant strain | Autophagy HCS | Autophagy HCS cell loss 18 h | Myeloid diff MLP | Myeloid diff MLP GFP+ MAC1+ % | T cell HTS | T cell HTS vesicle-bound % | West Nile antiviral | Insulin prom up | Insulin prom up cell count | Lipid droplet | Lipid droplet cells 6.5 µM
CCCCc1ccc(NC(=S)Nc2ccc(Nc3ccc(OC)cc3)cc2)cc1 | 3.2 | 3.1 | 8.2 | -2.4 | 1184 | 54.8 | 1.2 | i | 19.8 | i | 1.4 | i | 37.3 | -1.7% | -0.82 | 1312 | -83.4 | 658
CCOC(=O)C1(Cc2cccc(OC)c2)CCN(Cc2cccn2-c2ccccn2)CC1 | 3.9 | 1.4 | 7.9 | -1.5 | 1032 | 8.1 | 1.2 | i | -10.5 | i | 0.8 | i | 35.5 | -1.7% | -0.54 | 1330 | -25.8 | 648
O=C(Cn1c(=O)[nH]c2ccccc2c1=O)N1CCN(Cc2ccc3c(c2)OCO3)CC1 | . | . | . | . | . | . | . | . | . | i | 1.9 | i | 35.5 | -0.1% | . | . | -0.4 | 747
CCCOP(=O)(OCCC)c1nc(-c2ccccc2)oc1NCc1ccccc1 | 6.2 | 2.8 | 8.5 | . | . | 46.4 | 2.8 | i | -7.9 | i | 0.4 | i | 61.7 | -1.6% | -1.25 | 1249 | -10.4 | 675
CCN(CC)c1ccc(/C=N/NC(=O)c2c(Cl)cnn2C)c(O)c1 | 6.3 | 0.8 | 32.4 | -3.4 | 922 | -7.4 | 12.2 | i | 23.9 | ? | . | i | 19.5 | ? | 0.95 | 1257 | -8.9 | 717
O=C(Nc1ccc(Cl)cc1)C1=Cc2ccccc2OC1 | 1.3 | 1.3 | 0.8 | . | . | 15.2 | 7.2 | i | 6.1 | i | 0.6 | i | 44.3 | 0.5% | . | . | 4.3 | 778
COc1ccc(C(=O)C2CCCN(C(=O)c3ccnn3C)C2)cc1OC (stereo not drawn) | . | . | . | . | . | . | . | . | . | i | 0.0 | i | 5.5 | 0.4% | . | . | -14.4 | 731
O=C(O)C1C2C=CC(C2)C1C(=O)Nc1ccccc1Br (stereo not drawn) | . | . | . | . | . | . | . | . | . | i | 0.4 | i | 38.1 | -0.6% | . | . | -9.7 | 736
CCOC(=O)C1=C(c2ccc(OC)cc2)C(=O)c2ccccc2C1=O | 2.1 | 1.2 | 3.6 | -0.4 | 1127 | 68.3* | 20.7* | i | 3.9 | . | . | i | 42.6 | -1.5% | ? | . | 2.9 | 620
COC(=O)c1cc(NC(=O)C2CCCN(S(=O)(=O)c3c(C)n[nH]c3C)C2)cc(C(=O)OC)c1 (stereo not drawn) | 2.9 | 2.6 | 10.5 | -0.3 | 603 | 4.6 | 2.1 | i | 11.3 | . | . | i | 48.3 | -0.2% | . | . | -2.8 | 738
COc1cc(-n2c(C)nc3cc(C(=O)NCc4ccco4)ccc32)cc(OC)c1OC | 2.7 | 2.6 | 5.6 | -2.8 | 1271 | -11.5 | -20.4 | i | -19.7 | i | 0.5 | i | 49.3 | 0.0% | -0.09 | 1546 | . | .
C/C(=N/NC(=O)c1ccc(Br)o1)c1cccs1 | . | . | . | . | . | . | . | . | . | i | 0.8 | i | 62.6 | 0.1% | . | . | -11.4 | 695
COc1cc(/C=C/C(=O)OCC(=O)NCCc2ccccc2)ccc1OC(F)F | . | . | . | . | . | . | . | . | . | i | 0.8 | i | 58.3 | -0.1% | . | . | 1.6 | 766
C/C=C/C=[N+](\[O-])C(C)/C(=N/O)c1ccc(F)cc1 (stereo not drawn) | 2.9 | 1.6 | 9.1 | -0.9 | 1041 | 18.5 | 17.1 | i | 15.3 | i | 1.1 | i | 47.5 | -0.9% | 0.24 | 1683 | -1.2 | 655
Cc1nc(-c2cccc(-c3noc(C)n3)c2)no1 | 1.4 | 2.0 | 13.8 | 0.1 | 1006 | -12.7 | 9.5 | i | 7.9 | i | 5.5 | i | 9.0 | 0.3% | 0.08 | 1782 | -3.5 | 658
Cc1ccc2c(c1)c1c(c(=O)n(-c3ccccc3)c(=O)n1CC(=O)NCC1CCCO1)n2C (stereo not drawn) | . | . | . | . | . | . | . | . | . | i | 2.1 | i | 51.0 | 0.2% | . | . | -7.5 | 629
O=C(NCCc1nc2ccccc2[nH]1)c1ccc(Cl)c([N+](=O)[O-])c1 | 2.8 | 2.3 | 4.2 | 0.9 | 941 | -1.6 | -9.1 | i | 7.2 | i | 0.3 | i | 38.5 | -0.9% | . | . | -4.0 | 473
O=c1oc2cc([N+](=O)[O-])ccc2nc1/C=C(\O)c1cccc(Br)c1 | . | . | . | -0.1 | 1320 | . | . | . | . | i | 0.6 | i | 27.6 | 0.0% | -0.42 | 1034 | -1.2 | 713
C=CCSc1nsc(NC(=O)Nc2ccc(F)cc2)n1 | . | . | . | . | . | . | . | . | . | i | 0.3 | i | 54.0 | ? | . | . | -21.2 | 763
CCOC(=O)CSc1cc(CS(=O)c2ccc(Cl)cc2)nc(-c2ccccc2)n1 (stereo not drawn) | 1.5 | 1.0 | 10.8 | -1.5 | 1310 | 18.7 | 4.5 | i | 3.8 | i | 1.0 | i | 35.5 | 0.1% | -0.04 | 1524 | . | .

Arranged by the number under T cell HTS vesicle-bound % (largest number first): some entries from above
mol	MT stabilizer Hoechst-high %	WT yeast gro inh mutant strain	Myeloid diff MLP GFP+ MAC1+ %	T cell HTS	T cell HTS vesicle-bound %	West Nile antiviral
O=C(Nc1ccc(Cl)cc1)C1=Cc2ccccc2OC1	1.3	7.2	0.6	i	44.3	0.5%
CCOC(=O)C1=C(c2ccc(OC)cc2)C(=O)c2ccccc2C1=O	1.2	20.7*	.	i	42.6	-1.5%
CCN(CC)c1ccc(/C=N/NC(=O)c2c(Cl)cnn2C)c(O)c1	0.8	12.2	.	i	19.5	?

(continued)
SMILES | MT stabilizer | MT stabilizer Hoechst-high % | MT stabilizer cytotoxicity % | bCat nuc transl | bCat nuc transl cell count 5 µM | WT yeast gro inh | WT yeast gro inh mutant strain | Autophagy HCS | Autophagy HCS cell loss 18 h | Myeloid diff MLP | Myeloid diff MLP GFP+ MAC1+ % | T cell HTS | T cell HTS vesicle-bound % | West Nile antiviral | Insulin prom up | Insulin prom up cell count | Lipid droplet | Lipid droplet cells 6.5 µM
NS(=O)(=O)c1ccc(CCNC(=O)CSc2ncnc3ccccc23)cc1 | 1.2 | 2.0 | 4.5 | 0.9 | 1152 | 12.1 | 6.3 | i | -13.7 | i | 0.4 | i | 17.2 | -0.1% | 0.02 | 1373 | -0.7 | 667
COc1ccc(Nc2nc3nonc3nc2N2CCCCC2)cc1 | . | . | . | 0.7 | 1322 | . | . | . | . | i | 1.1 | i | 35.9 | -0.4% | -0.56 | 1102 | 6.0 | 771
CCCCn1c(Oc2ccc(C(=O)OC)cc2)nc2c1c(=O)n(C)c(=O)n2C | 2.8 | 2.7 | 6.1 | -2.6 | 924 | 11.1 | 2.0 | + | -22.1* | i | 8.4 | i | 11.3 | -0.3% | -0.23 | 1083 | . | .
CN1CCN(Cc2nc3ccccc3c(=O)n2CC#N)CC1 | 2.0 | 3.3 | 5.0 | 2.4 | 1070 | -4.5 | 5.5 | i | 1.9 | i | 0.2 | i | 29.7 | 0.0% | -0.61 | 1383 | 2.1 | 715
CCOc1ccc2[nH]c(=O)c(CN(CCN3CCOCC3)Cc3nnnn3C(C)(C)CC)cc2c1 | 5.5 | 3.5 | 9.0 | -6.0 | 889 | 2.6 | 7.8 | i | 17.1 | i | 1.9 | i | 35.0 | -0.1% | -0.62 | 1207 | . | .
Nc1cc(=O)[nH]c(SCC(=O)Nc2ccc([N+](=O)[O-])cc2)n1 | . | . | . | -0.5 | 1122 | . | . | . | . | i | 0.3 | i | 31.0 | -0.1% | -0.02 | 1480 | 3.3 | 710
COCCNc1oc(Cc2cccc3ccccc23)nc1C#N | . | . | . | . | . | . | . | . | . | i | 0.8 | i | 64.0 | -0.8% | . | . | 3.4 | 855
COCc1cc(C)n(CC(=O)Nc2c(C)cccc2C)c(=O)c1C#N | 2.5 | 2.2 | 5.7 | -0.2 | 1437 | 6.9 | -1.5 | i | -3.7 | i | 0.5 | i | 65.9 | 1.1% | -0.13 | 1486 | -3.0 | 736
O=C(NCCc1cn[nH]c1)C1CCC(=O)N(CCc2cccc(F)c2)C1 (stereo not drawn) | . | . | . | . | . | . | . | . | . | i | 4.9 | i | 63.2 | 0.2% | . | . | 36.1 | 700
CN(C)C(=O)C1Cc2ccccc2CN1S(=O)(=O)c1cccs1 (stereo not drawn) | 7.5 | 0.8 | 0.8 | -6.2 | 1081 | -0.6 | -1.6 | i | -19.7 | i | 0.4 | i | 65.0 | -1.0% | 0.1 | 1319 | 0.3 | 678
Cc1cc(NC(=O)Cn2ccc([N+](=O)[O-])n2)no1 | 3.7 | 1.3 | 3.7 | -3.7 | 1061 | -3.0 | 1.4 | i | -15.0 | i | 1.8 | i | 20.0 | -0.2% | 0.89 | 1555 | -5.3 | 675
CCCc1cc(=O)oc2cc(C)cc(OC(C)C(=O)NCC3CCC(C(=O)O)CC3)c12 (stereo not drawn) | . | . | . | . | . | . | . | . | . | i | 2.5 | i | 26.3 | 0.7% | . | . | 1.5 | 789
Cc1ccc(NC(=O)C(Cc2ccccc2)NC(=O)c2ccco2)cc1 (stereo not drawn) | 1.5 | 1.7 | 5.8 | . | . | 5.2 | 5.7 | i | 5.0 | i | 4.9 | . | . | -0.2% | 0 | 842 | 28.0 | 902
CCOC(=O)c1ccccc1NS(=O)(=O)c1ccccc1F | 1.5 | 1.4 | 7.5 | 1.9 | 1113 | 11.6 | 8.5 | i | -14.8 | + | 19.1* | i | 11.0 | 1.3% | 0.09 | 1129 | . | .

Source: PubChem BioAssay
